# V1aR counter = activates human V1a receptor in oxytocin agonist counter-screen | CHO-V1R cells, Fluo-8 calcium fluorescence, agonist mode; 0% DMSO, 100% 3 nM vasopressin | activation, % at 3 µM | hit rate 0.25% among 320,000 | AID 2797;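 active = activation above the mean activation of all tested compounds plus 3 SD, per screening run, cut at about 20% in these data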;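 note: signal is peak over basal fluorescence ratio across a 100 second FLIPR read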
# Target sequence (P37288 whole entry, looked up): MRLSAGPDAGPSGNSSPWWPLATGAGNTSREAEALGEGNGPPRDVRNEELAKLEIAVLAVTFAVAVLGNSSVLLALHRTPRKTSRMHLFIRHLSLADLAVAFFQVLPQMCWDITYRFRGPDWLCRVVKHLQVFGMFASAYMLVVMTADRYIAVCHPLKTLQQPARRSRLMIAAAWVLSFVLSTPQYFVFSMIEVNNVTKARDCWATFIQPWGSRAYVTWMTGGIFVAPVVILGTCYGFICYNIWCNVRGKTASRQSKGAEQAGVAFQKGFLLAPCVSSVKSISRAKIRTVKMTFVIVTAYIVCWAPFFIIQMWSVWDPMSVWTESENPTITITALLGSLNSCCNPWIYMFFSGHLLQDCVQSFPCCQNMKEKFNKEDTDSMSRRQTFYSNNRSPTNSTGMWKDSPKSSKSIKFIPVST
# MEKK2 mut-MEK5 = signal of MEK5 binding to mutant human MEKK2 PB1 domain. bead flow cytometry, Alexa488-MEK5 binding to MEKK2 mutant. percent response, % at 10 µM. hit rate 0.35% among 290,000. AID 1530; in the data active = percent response above about 24%, passing the limit was not always enough; note: inactives centre near 1; some results filed as inactive read as strong as hits; reference of the scale not given here
# MEKK3 PB1 HTS = modulators (inhibitors or enhancers) of MEK5 binding to human MEKK3 PB1 domain; Q99759; bead-based flow cytometry, Alexa488-MEK5 binding to MEKK3; actives lie on both sides; 0 = blocked by unlabeled MEK5, 100 = vehicle; binding response (% of control), % at 10 µM; hit rate 1.4% among 290,000;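 active = binding response more than 3 SD above or below the average of its plate-row segment, actives on both sides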;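 note: Alexa488 bead fluorescence after subtracting the streptavidin-only scavenger bead signal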
# Target sequence (Q99759 whole entry, looked up, the tested form may be a part): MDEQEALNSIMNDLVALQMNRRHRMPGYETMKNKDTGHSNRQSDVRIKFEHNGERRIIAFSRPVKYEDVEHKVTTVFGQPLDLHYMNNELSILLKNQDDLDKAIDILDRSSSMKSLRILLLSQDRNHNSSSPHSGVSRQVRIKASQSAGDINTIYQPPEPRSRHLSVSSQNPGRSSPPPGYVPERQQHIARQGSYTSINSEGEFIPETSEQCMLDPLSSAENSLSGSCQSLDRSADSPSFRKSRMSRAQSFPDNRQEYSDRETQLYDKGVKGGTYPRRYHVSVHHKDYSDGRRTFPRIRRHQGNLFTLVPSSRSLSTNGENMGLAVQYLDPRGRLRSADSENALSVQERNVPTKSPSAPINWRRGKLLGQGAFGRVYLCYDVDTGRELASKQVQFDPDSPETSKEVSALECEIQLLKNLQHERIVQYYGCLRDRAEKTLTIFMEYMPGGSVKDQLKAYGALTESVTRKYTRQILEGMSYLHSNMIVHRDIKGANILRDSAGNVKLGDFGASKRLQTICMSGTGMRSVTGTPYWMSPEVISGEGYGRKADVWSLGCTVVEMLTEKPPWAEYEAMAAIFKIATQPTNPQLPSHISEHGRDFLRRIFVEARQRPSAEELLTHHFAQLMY
# PHOSPHO1 inh = inhibitors of human PHOSPHO1 phosphatase; AID 1565; recombinant PHOSPHO1, absorbance phosphatase assay; hit rate 1.1% among 290,000; inhibition, % at 13.3 µM; in the data active = inhibition above about 60%
# NALP1 inh = inhibitors of NALP1 inflammasome in yeast. S. cerevisiae NALP1/ASC/caspase-1 growth, X-gal OD620, 72 h. inhibition, % at 10 µM. hit rate 0.61% among 280,000. AID 2071; in the data active = inhibition mostly above about 24%, no sharp cut-off; inactive = mostly below about 32%; note: some compounds called inactive have numbers as strong as hits
# MEKK2wt PB1 HTS = raises or lowers MEK5 binding to wildtype human MEKK2 PB1 domain. Q9Y2U5. bead flow cytometry, Alexa488-MEK5 binding to MEKK2 WT; actives lie on both sides. binding response (% of control), % at 10 µM. hit rate 1.1% among 290,000. AID 1531; in the data active = binding response below about 67% or above about 130%
# GalR3 antag = blocks the human galanin receptor 3. O60755. HEK293 GalR3-CNG cAMP membrane potential fluorescence; galR3 body fused to GalR1 C-terminus. inhibition, % at 3 µM. hit rate 0.44% among 360,000. AID 651719;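 active = inhibition above the screen-wide average plus 3 SD, cut at about 13% in these data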;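 note: forskolin and galanin both at EC90 stimulate the cells; cAMP rise reported by CNG channel membrane potential dye signal; 0% = forskolin plus galanin with DMSO and 100% = forskolin alone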
# GPR7 antag = antagonists of human GPR7 (neuropeptides B/W receptor 1). inhibition, % at 4.4 µM. hit rate 1.1% among 290,000. GPR7-expressing cells, fluorescence antagonist assay. AID 1861; in the data active = inhibition above about 16%, passing the limit was not always enough;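 note: cells stimulated with the agonist NPW; 0% = agonist with vehicle and 100% = vehicle without agonist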
# OXTR ag = agonists of human oxytocin receptor; P30559; CHO-OTR cells, Fluo-8 calcium fluorescence; normalized: DMSO 0%, oxytocin 100%; activation, % at 3 µM; hit rate 0.32% among 320,000; AID 2435;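 active = activation above the mean of all tested compounds plus 3 SD, cutoff set per screening run, cut at about 20% in these data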;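 note: peak over basal fluorescence ratio from a 100 s FLIPR kinetic read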
# Numbers without * were called inactive; · = no result given; & = joins results of further samples; [ ] = remark or other dose.
(1) COC(=O)c1c(C)oc(C)c1S(=O)(=O)NCc1cccs1
(2) Cc1ccccc1C(=O)Nc1ccc(C(=O)N/N=C/c2ccccn2)cc1
(3) Cc1cccc(NC(=O)CNC(=O)CNC(=O)Cc2ccccc2)c1
(4) CC(=NCCCN(C)C)C1=C(O)c2ccccc2C1=O
(5) Cc1ccc(N/C(N)=N/c2nc(CSc3nnc(C)s3)cc(=O)[nH]2)c(C)c1
(6) COc1ccc(-c2c3c(nc4sc(C(=O)Nc5ccccc5)c(N)c24)CCC3)cc1
(7) COCc1cc(C)nc(OCC(=O)N/N=C/c2ccc(-c3cc([N+](=O)[O-])ccc3Cl)o2)c1C#N
(8) CCOP(=O)(C1=C(O)C(=O)C(C(C)(C)C)=CC1=O)c1ccccc1 (configuration not stated)

Assay by compound,1,2,3,4,5,6,7,8
V1aR counter,-2.1,0.9,-0.1,-1.6,-0.8,0.7,0.0,·
MEKK2 mut-MEK5,-1,4,-1,4,-21,-4,0,-1
MEKK3 PB1 HTS,101,104,103,100,75,92,102,106
PHOSPHO1 inh,12,24,23,-9,58,·,-10,-17
NALP1 inh,2,3,4,15,-11,·,-28,49
MEKK2wt PB1 HTS,102,106,103,101,74,85,100,100
GalR3 antag,2,-9,2,1,-3,3,2,-5
GPR7 antag,-4,-12,-7,-4,31*,-4,-14,-4
OXTR ag,-0.8,0.9,-0.5,-1.0,-1.4,0.3,0.4,·

(9) Cc1nc2ccccc2c(=O)n1NC(=O)/C=C/c1ccccc1
(10) FC(F)(F)c1cc(C(F)(F)F)c2ccc(N/N=C/c3ccccc3)nc2n1
(11) CCCCNCc1cc(Cl)c(OCCC)c(OCC)c1
(12) COc1ccc(C2C(C#N)=C(N)N(c3cccnc3)C3=C2C(=O)CCC3)cc1Cn1cc([N+](=O)[O-])cn1 (configuration not stated)
(13) Cc1cc(C)n2c(SCC(=O)Nc3ncc(C(F)(F)F)cc3Cl)nnc2n1
(14) Cc1cc2c(=O)n(CC(=O)NCC(=O)Nc3ccc(C(C)C)cc3)cnc2s1
(15) O=C1CCCN1c1ccc(S(=O)(=O)N2CCN(c3ccccn3)CC2)cc1
(16) COc1cc(/C=N/NC(=O)c2ccc(O)cc2)ccc1Oc1ccc([N+](=O)[O-])cn1

Assay by compound,9,10,11,12,13,14,15,16
V1aR counter,0.0,0.7,2.8,-1.2,2.2,0.5,1.9,0.5
MEKK2 mut-MEK5,-1,9,12,2,5,-4,2,14
MEKK3 PB1 HTS,108,106,108,108,105,100,101,103
PHOSPHO1 inh,-7,7,13,30,6,40,14,-94
NALP1 inh,17,11,10,11,-14,34,6,18
MEKK2wt PB1 HTS,104,110,130,108,108,99,101,115
GalR3 antag,-1,-1,-6,-3,4,-7,-7,-3
GPR7 antag,-3,-5,3,8,3,16,-8,0
OXTR ag,-0.5,-0.4,2.2,0.0,0.4,1.2,2.6,-0.3

# Of the compounds above, these have a halogen:
(7) COCc1cc(C)nc(OCC(=O)N/N=C/c2ccc(-c3cc([N+](=O)[O-])ccc3Cl)o2)c1C#N
(10) FC(F)(F)c1cc(C(F)(F)F)c2ccc(N/N=C/c3ccccc3)nc2n1
(11) CCCCNCc1cc(Cl)c(OCCC)c(OCC)c1
(13) Cc1cc(C)n2c(SCC(=O)Nc3ncc(C(F)(F)F)cc3Cl)nnc2n1

Assay by compound,7,10,11,13
V1aR counter,0.0,0.7,2.8,2.2
MEKK2 mut-MEK5,0,9,12,5
MEKK3 PB1 HTS,102,106,108,105
PHOSPHO1 inh,-10,7,13,6
NALP1 inh,-28,11,10,-14
MEKK2wt PB1 HTS,100,110,130,108
GalR3 antag,2,-1,-6,4
GPR7 antag,-14,-5,3,3
OXTR ag,0.4,-0.4,2.2,0.4

# GPR7 antag: hit marks shown above.
entry	canonical_smiles	MEKK2 mut-MEK5	MEKK3 PB1 HTS	PHOSPHO1 inh	NALP1 inh	MEKK2wt PB1 HTS	GalR3 antag	GPR7 antag
5	Cc1ccc(N/C(N)=N/c2nc(CSc3nnc(C)s3)cc(=O)[nH]2)c(C)c1	-21	75	58	-11	74	-3	31*

# Next records follow:
(17) CCN1C(=O)N[C@@H](CCc2ccccc2)C(C(=O)OC)=C1C
(18) Brc1cccc(C2Nc3cccc4cccc(c34)N2)c1
(19) COC(=O)C1=C(C)Nc2ncnn2C1c1ccccn1 (configuration not stated)
(20) CCN1C(=O)c2cccc3c(S(=O)(=O)N(C(=O)c4ccncc4)c4ccc(OC)cc4)ccc1c23
(21) O=C(Nc1nnc(Cc2ccc(Cl)cc2)s1)c1ccco1
(22) Cc1occc1C(=O)Nc1c(Cl)cccc1Cl
(23) Cc1ccccc1S(=O)(=O)N1CCN(C)CC1
(24) COCCSc1nnc(NC(=O)C2CCCO2)s1 (configuration not stated)

Assay by compound,17,18,19,20,21,22,23,24
V1aR counter,1.5,0.1,0.6,3.2,0.0,-0.1,-0.1,0.2
MEKK2 mut-MEK5,-5,4,6,-1,2,6,13,1
MEKK3 PB1 HTS,101,98,103,99,105,103,106,99
PHOSPHO1 inh,·,·,23,-10,17,21,24,8
NALP1 inh,·,·,25,18,11,-5,-2,-10
MEKK2wt PB1 HTS,94,96,100,97,104,107,107,95
GalR3 antag,-4,-6,-1,-3,-2,4,-11,-5
GPR7 antag,·,-7,-3,-13,-1,-22,-16,-5
OXTR ag,-1.9,0.5,0.0,4.5,0.2,-0.8,-0.3,2.1

(25) O=C(c1ccc([N+](=O)[O-])cc1)N1CCN(C(=O)c2cccnc2)CC1
(26) CN1CCN(c2ccc(NC(=O)c3ccc4c(c3)[nH]c(=O)n4Cc3ccc(F)cc3)cc2)CC1
(27) Cc1ccc(C2CC2C(=O)NNC(=S)Nc2ccc(Cl)cc2)cc1 (configuration not stated)
(28) CC(C)OCC(O)CN1CCC(Cc2ccccc2)CC1 (configuration not stated)
(29) CC1(C)Cc2c(sc(NC(=O)c3ccccc3)c2C(=O)O)CO1
(30) S=c1nc(-c2ccccc2)[nH]c2ccc(Br)cc12
(31) COc1ccc(S(=O)(=O)c2c(O)c3ccc(C(=O)Nc4ccccc4Cl)cc3[nH]c2=O)cc1
(32) Cc1cccc(NC(=O)c2cc(NC(=O)c3ccco3)ccc2Cl)n1

Assay by compound,25,26,27,28,29,30,31,32
V1aR counter,0.1,0.8,4.5,0.1,1.0,0.2,-0.2,1.1
MEKK2 mut-MEK5,3,-1,3,1,-5,-2,-2,4
MEKK3 PB1 HTS,105,95,93,101,97,102,100,106
PHOSPHO1 inh,39,-20,24,3,19,-131,43,-7
NALP1 inh,15,24,10,22,-30,30,14,-13
MEKK2wt PB1 HTS,105,101,95,104,97,98,97,106
GalR3 antag,-1,-4,-3,-1,1,2,-1,-2
GPR7 antag,-1,-9,-13,-4,-2,-4,5,-14
OXTR ag,0.2,0.2,8.8,-1.3,-1.2,-1.0,-1.1,-0.1

(33) COc1cc(C(=O)Nc2nc(C)cc(C)n2)cc(OC)c1OC
(34) c1ccc2c(c1)CN1CCCC1=N2
(35) CCCN1CCN(C(=O)c2ccc(CS(=O)c3ccc(Cl)cc3)o2)CC1 (configuration not stated)
(36) CC(C)n1c(-c2ccco2)csc1=Nc1cccnc1
(37) C[C@@]12CC(=O)NC1N(C(=O)c1cccc(C(F)(F)F)c1)C(c1ccccc1O)C2 (some centres not stated)
(38) Cc1ccc(S(=O)(=O)NCc2n[nH]c(=S)n2C)cc1
(39) Cc1cc(SCC(=O)c2cccs2)n2nc(C)c(-c3ccc(Cl)cc3)c2n1
(40) Cc1cc(C)nc(SCC(=O)N/N=C/c2cccc([N+](=O)[O-])c2)n1

Assay by compound,33,34,35,36,37,38,39,40
V1aR counter,-0.2,0.8,-0.1,3.8,0.3,0.9,-0.5,2.1
MEKK2 mut-MEK5,6,1,5,2,9,6,0,7
MEKK3 PB1 HTS,103,99,99,101,109,116,94,95
PHOSPHO1 inh,-4,6,26,30,16,-92,12,-36
NALP1 inh,1,19,-13,9,10,-13,32,27
MEKK2wt PB1 HTS,110,99,101,98,110,109,99,92
GalR3 antag,-6,-7,-8,-8,0,0,-4,-2
GPR7 antag,-8,-6,3,30*,1,-7,-10,-3
OXTR ag,0.1,1.9,0.5,5.0,1.0,-0.4,0.6,-1.4

(41) O=C(CN1CCOCC1)N1CCN(c2ccc3ccccc3n2)CC1
(42) CCSc1nnc(-c2cccnc2)n1-c1ccc(Cl)c(C)c1
(43) CC(=O)c1ccccc1OCC(O)CNC1CCCC1 (configuration not stated)
(44) CC(=O)c1cccc(NC(=S)NC(=O)CC(C)C)c1
(45) O=C(CSCc1ccccc1)N/N=C/c1ccccc1OCc1ccccc1
(46) O=C(O)c1ccc(N2CCCCC2)cc1O
(47) Cc1ccc(-n2c(O)c(C=Nc3cc(C)on3)c3ccccc3c2=O)c(C)c1
(48) CCCC1Cc2c(sc(NC(=S)NC(=O)c3ccccc3)c2C#N)CO1 (configuration not stated)

Assay by compound,41,42,43,44,45,46,47,48
V1aR counter,·,-0.8,0.4,0.9,2.1,-0.3,-0.4,-0.2
MEKK2 mut-MEK5,3,3,-2,-6,-3,-18,-3,0
MEKK3 PB1 HTS,95,101,103,97,100,93,96,134*
PHOSPHO1 inh,36,8,24,3,6,44,0,1
NALP1 inh,25,7,-33,-9,-6,24,32,24
MEKK2wt PB1 HTS,90,101,100,99,100,87,99,105
GalR3 antag,·,-4,-1,-1,-2,-7,-2,·
GPR7 antag,-18,-6,3,-10,-3,8,-10,-13
OXTR ag,·,-0.8,-0.6,-1.4,2.1,0.3,-1.5,-0.2

(49) c1cnc2ccc3ncccc3c2c1
(50) COC(=O)C1=C(N)N(c2ccc(F)cc2)C2=C(C(=O)CCC2)C1c1ccc2c(c1)OCO2 (configuration not stated)
(51) N#C/C(=C/c1ccc(O)cc1)C(=O)NCc1ccc(Cl)cc1
(52) N[C@@H](C(=O)N[C@@H]1C(=O)N2C(C(=O)O)=C(Cl)CS[C@H]12)c1ccccc1
(53) OC(C#CCN1CCCC1)(c1ccccc1)c1cccnc1 (configuration not stated)
(54) Cc1cc(F)ccc1N1CCC(N2CCN(C(C)C)C(CCO)C2)CC1 (configuration not stated)
(55) O=C(NCc1ccc(Cl)cc1)C1CCN(S(=O)(=O)c2cc([N+](=O)[O-])ccc2Cl)CC1
(56) CC1(C)CN(c2ccc(N3CC(C)(C)C3=O)cc2)C1=O

Assay by compound,49,50,51,52,53,54,55,56
V1aR counter,-0.2,-1.1,7.3,-0.1,0.5,0.4,6.1,0.2
MEKK2 mut-MEK5,-13,·,-2,-5&3,2,-1,3,-2
MEKK3 PB1 HTS,94,·,102,91&104,103,101,94,101
PHOSPHO1 inh,25,-6,28,-11,25,41,3,32
NALP1 inh,-8,3,0,16,·,5,23,2
MEKK2wt PB1 HTS,93,·,100,96&104,107,99,96,96
GalR3 antag,-4,-2,4,-3,5,18*,-7,-2
GPR7 antag,-12,-2,0,-6,6,7,0,7
OXTR ag,1.2,-2.5,13,-0.9,0.3,0.6,3.6,0.5

(57) CCOc1ccc(OCC(=O)Nc2ccc(OC)cc2[N+](=O)[O-])cc1
(58) Fc1ccc2nc(N3CCCCC3)sc2c1
(59) CN(c1cccc(NC(=O)Cc2ccccc2)c1)S(C)(=O)=O
(60) CCOC(=O)c1cc2c(ccn2C)n1CC(=O)N(Cc1ccccc1)c1ccccc1
(61) CC(=O)C1=C(C)NC(=O)NC1c1ccccc1OCC(=O)NCCc1ccccc1 (configuration not stated)

Assay by compound,57,58,59,60,61
V1aR counter,1.4,-0.7,4.7,0.6,0.2
MEKK2 mut-MEK5,-22,3,-6,-2,7
MEKK3 PB1 HTS,37*[inhibitor],107,97,98,108
PHOSPHO1 inh,30,15,-28,-5,-3
NALP1 inh,22,-8,7,29,-11
MEKK2wt PB1 HTS,51,93,96,96,113
GalR3 antag,-3,-1,-4,-2,1
GPR7 antag,-11,-4,11,-13,-2
OXTR ag,0.6,-2.3,2.8,-2.4,-1.0
